TDP1 inh = inhibitors of human tyrosyl-DNA phosphodiesterase TDP1; recombinant TDP1, AlphaScreen DNA substrate cleavage; AID 485290; Q9NUW8; Potency, µM (titrated, usually from 130 µM), inactives show at the top dose activity change, negative = inhibition, usual class: inhibitors; actives 0.28% (n = 350,000); further: nearly all actives have a fitted effect of over 40% in size
Target sequence (Q9NUW8 whole entry, looked up): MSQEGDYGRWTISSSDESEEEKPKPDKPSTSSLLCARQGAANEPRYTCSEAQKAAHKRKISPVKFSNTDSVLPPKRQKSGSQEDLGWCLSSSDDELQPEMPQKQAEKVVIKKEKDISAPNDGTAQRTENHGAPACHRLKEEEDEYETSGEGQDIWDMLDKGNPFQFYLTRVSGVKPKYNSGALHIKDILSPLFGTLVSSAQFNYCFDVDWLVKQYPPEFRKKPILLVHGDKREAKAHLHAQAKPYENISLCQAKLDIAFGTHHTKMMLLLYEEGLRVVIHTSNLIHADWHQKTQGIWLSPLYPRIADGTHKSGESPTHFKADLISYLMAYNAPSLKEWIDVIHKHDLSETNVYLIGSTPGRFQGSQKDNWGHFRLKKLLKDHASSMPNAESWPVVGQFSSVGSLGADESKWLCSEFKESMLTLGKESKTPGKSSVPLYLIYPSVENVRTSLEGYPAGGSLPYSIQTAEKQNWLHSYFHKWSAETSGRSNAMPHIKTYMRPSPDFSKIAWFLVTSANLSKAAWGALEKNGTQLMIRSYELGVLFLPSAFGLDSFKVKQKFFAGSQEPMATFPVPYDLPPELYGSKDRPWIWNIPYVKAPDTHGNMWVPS
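Enzyme-compound mixtures sat 15 min at room temperature, followed by a 5 min reaction with 15 nM final substrate and 10 min with AlphaScreen beads. Recombinant human Tdp1 was used at 1 nM final.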
DT40 TDP1 no CPT = qHTS for Inhibitors of human tyrosyl-DNA phosphodiesterase 1 (TDP1): qHTS in cells in absence of CPT | AID 686978, 2013 | actives 15% (n = 420,000) | Potency, µM (series often up to 46.2 µM), for the others: top-dose activity change, negative = growth inhibition, most hits filed as inhibitors | DT40 Tdp1-/- hTDP1 cells, no CPT, ATP luminescence, 48 h; further: nearly all actives have a fitted effect of over 55% in size
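Growth kinetics read by CellTiter-Glo luminescence after ≥48 hr at 37 °C. Cells: DT40 Tdp1-/- stably carrying human TDP1, 400 per well, compound exposure in the absence of CPT (DMSO vehicle).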
DT40 TDP1 CPT = growth inhibition of DT40 Tdp1-/-;hTDP1 cells with camptothecin (screen for TDP1 inhibitors) | chicken DT40 Tdp1-/-;hTDP1 cells + 20 nM CPT, ATP luminescence, 48 h | Potency, µM (series often up to 46.2 µM), for the others: at the highest dose activity change, negative = growth inhibition, most hits filed as inhibitors | actives 12% (n = 420,000) | AID 686979; further: nearly all actives have a fitted effect of over 55% in size
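Chicken DT40 Tdp1-/- cells stably complemented with human TDP1 were seeded at 400 cells/well in medium containing 20 nM camptothecin, exposed to pin-transferred compounds, and grown at 37 °C for at least 48 hr. Viability was read as ATP luminescence.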
* hit, by the source's call; ? = inconclusive; . = not tested or not shown; [ ] = another dose, or the depositor's remark. The call rests on the fitted dose curve; in most records, active means well fitted curve in the direction sought with a large enough effect; inconclusive means small, poorly fitted or top-dose-only effect, or another doubt; inactive means no such curve, though single readings can be large; an effect the other way counts as inactive or inconclusive. On the % scale 0 is the no-effect control and ±100 the full control effect; potency means the concentration at half of the fitted maximal effect. Compounds were not picked by outcome, and some 18% of all compounds hit somewhere here.

SMILES	TDP1 inh	DT40 TDP1 no CPT	DT40 TDP1 CPT
CCN(Cc1ccccc1)C(=O)CSc1ncn[nH]1	3%	-28%	-3%
Cc1cccc(-n2c(-c3ccco3)nc3c(cnn3-c3ccc(F)cc3)c2=O)c1	2%	16µM*	16µM*
CCn1cc(/C=C(\NC(=O)c2ccccc2Cl)C(=O)N2CCOCC2)c2ccccc21	2%	2%	-2%
O=C(Cn1nnc2ccccc21)N1CCCCC1	4%	-5%	10%
CCOCCCNC(=O)/C(C#N)=C/c1ccc(C)o1	-5%	-22%	-11%
Cc1ccc(Cl)cc1N1CCN(CCNC(=O)Nc2ccc(Cl)cc2)CC1	0%	?	12µM*
COc1ccccc1NNC(=O)c1cc(C(C)(C)C)nn1Cc1ccccc1	-1%	23µM*	1%
CCCCn1c(N)c(N(CCOC)C(=O)COC(=O)COc2ccccc2C#N)c(=O)[nH]c1=O	2%	9%	-12%
COc1cc(/C=C2\SC(N3CCc4ccccc4C3)=NC2=O)cc(OC)c1OC	3%	16µM*	21µM*
CCCCNC(=O)C(C)N(CCN(C)C)C(=O)CCCN1C(=O)NC(c2ccc(Cl)cc2)C(C(=O)OCc2ccccc2)=C1C (stereo not given)	1%[56.1 µM]	18µM*	21µM*
Cc1cc(Cl)ccc1NC(=S)N1CCN(Cc2ccccc2)CC1	3%	-26%	6%
Cc1ccc(C(C(=O)NCCc2ccccc2)N(C(=O)c2csnn2)C2CC2)o1 (stereo not given)	3%	?	-23%
Cc1ccc(S(=O)(=O)N(C)C)cc1NC(=O)COC(=O)c1ccc2c(=O)n3c(nc2c1)CCC3	.	5%	2%
O=C(Cn1c(=O)n(CCCS(=O)(=O)C2CCCCC2)c(=O)c2ccccc21)Nc1ccccc1C(F)(F)F	0%	?	-17%
Cc1c(O)c2c3c(cccc3c1O)C(=O)N(c1ccccc1)C2=O	3%	?	?
Cc1noc(C)c1S(=O)(=O)N(CC(=O)O)c1ccc2c(c1)OCO2	-9%	-4%	4%
Cn1c(=O)c2c(nc(SCC(=O)NC34CC5CC(CC(C5)C3)C4)n2C)n(C)c1=O	1%	-25%	-8%
c1ccc(Nc2c3c(nc4ccccc24)CCC3)cc1	3%	15µM*	5.2µM*
CCOC(=O)N1CCN(C(=S)Nc2ccc(C)cc2)CC1	-1%	-7%	-16%
COc1cc(C(=O)N2CCC(n3c(C)nc4cc(F)ccc43)CC2)cc(OC)c1OC	4%	-32%	-15%
C=C1C(=O)O[C@H]2C1CC[C@@](C)(O)C13C=CC(C)(C21)C1(C3)C(=O)O[C@@H]2C3C(C)=CCC3[C@](C)(O)C[C@H](OC(C)=O)C21 (stereo not given in full)	8%	16µM*	?
CCOc1ccc(-c2noc(CCC(=O)NC)n2)cc1OCC	2%	-11%	-7%
CCCCC1(Cc2ccc(OC)c([N+](=O)[O-])c2)C(=O)N(c2ccccc2)N(c2ccccc2)C1=O	3%	?	?
C/C(=N\Nc1ccc([N+](=O)[O-])cc1)c1ccc(N)cc1	6%	-25%	-9%
O=C(NC1=C(NC2CCS(=O)(=O)C2)C(=O)c2ccccc2C1=O)c1ccccc1 (stereo not given)	2%	2.3µM*	2.1µM*
Cc1[nH]n(-c2nc(-c3ccccc3)cc(=O)[nH]2)c(=O)c1CCO	-1%	8%	6%
COc1ccc(Cl)cc1NC(=O)CCc1nnc2ccc(N3CCN(C)CC3)nn12	-3%	23%	1%
CCCn1nnnc1-c1cc(Cl)cc(Cl)c1	-1%	-10%	?
CC1CCN(c2ccc3nnc(CCC(=O)N4CCN(c5ccccc5F)CC4)n3n2)CC1	1%	15µM*	23µM*
Cc1cccc(-c2noc(CN(C3CCCCC3)S(=O)(=O)c3ccc(F)cc3)n2)c1	-5%	15µM*	21µM*

Not a retest: entries from further up.
SMILES	TDP1 inh	DT40 TDP1 no CPT	DT40 TDP1 CPT
c1ccc(Nc2c3c(nc4ccccc24)CCC3)cc1	3%	15µM*	5.2µM*
CCOC(=O)N1CCN(C(=S)Nc2ccc(C)cc2)CC1	-1%	-7%	-16%
COc1cc(C(=O)N2CCC(n3c(C)nc4cc(F)ccc43)CC2)cc(OC)c1OC	4%	-32%	-15%
C=C1C(=O)O[C@H]2C1CC[C@@](C)(O)C13C=CC(C)(C21)C1(C3)C(=O)O[C@@H]2C3C(C)=CCC3[C@](C)(O)C[C@H](OC(C)=O)C21 (stereo not given in full)	8%	16µM*	?
CCOc1ccc(-c2noc(CCC(=O)NC)n2)cc1OCC	2%	-11%	-7%
CCCCC1(Cc2ccc(OC)c([N+](=O)[O-])c2)C(=O)N(c2ccccc2)N(c2ccccc2)C1=O	3%	?	?
C/C(=N\Nc1ccc([N+](=O)[O-])cc1)c1ccc(N)cc1	6%	-25%	-9%
O=C(NC1=C(NC2CCS(=O)(=O)C2)C(=O)c2ccccc2C1=O)c1ccccc1 (stereo not given)	2%	2.3µM*	2.1µM*
Cc1[nH]n(-c2nc(-c3ccccc3)cc(=O)[nH]2)c(=O)c1CCO	-1%	8%	6%
COc1ccc(Cl)cc1NC(=O)CCc1nnc2ccc(N3CCN(C)CC3)nn12	-3%	23%	1%
CCCn1nnnc1-c1cc(Cl)cc(Cl)c1	-1%	-10%	?
CC1CCN(c2ccc3nnc(CCC(=O)N4CCN(c5ccccc5F)CC4)n3n2)CC1	1%	15µM*	23µM*
Cc1cccc(-c2noc(CN(C3CCCCC3)S(=O)(=O)c3ccc(F)cc3)n2)c1	-5%	15µM*	21µM*

Continuation:
SMILES	TDP1 inh	DT40 TDP1 no CPT	DT40 TDP1 CPT
O=C(COC(=O)c1ccc(Cl)nc1)c1ccc2c(c1)OCCO2	-8%	-3%	?
N#C/C(=C(\O)Cc1ccccc1)c1nc2ccccc2[nH]1	-2%	?	?
CC(C)Cc1nnc(NC(=O)CN2C(=O)NC3(CCCC3)C2=O)s1	6%	-15%	-12%
CC(C)c1ncc([N+](=O)[O-])n1C	.	8%	16%
CCCCNC(=O)OCCNC(=O)NC	7%	-3%	-4%
Cc1cccc(C(=O)OCC(=O)NCCN2C(=O)CSC2=O)c1[N+](=O)[O-]	1%	6%	0%
Cn1c(=O)[nH]c2c(c1=O)CCO2	.	6%	9%
COCC(C)n1c(-c2ccc3c(c2)NC(=O)CO3)csc1=Nc1ccc(OC(F)F)cc1 (stereo not given)	10%	6.5µM*	5.2µM*
N#Cc1ccc(C(=O)Nc2ccn(-c3ccccc3)n2)cc1	-1%	?	?
CCc1ccc[n+](-c2[nH]c(=O)sc2/C=N/N=C(\[O-])c2ccncc2)c1	4%	12%	6%
CCN(CC)S(=O)(=O)c1ccc(NCc2ccccc2)nc1	0%	-24%	-6%
CSc1nc(-c2ccc(Cl)cc2)nn1C(=O)c1ccco1	0%	?	-25%
O=C(Nc1cccc(C(F)(F)F)c1)c1cncs1	.	34%[activator]	-7%
COc1ccc(CNC(=O)COC(=O)[C@H](Cc2c[nH]c3ccccc23)NC(=O)c2cccs2)cc1	5%	?	?
C=CCN1C(=O)C(CC(=O)O)SC1=Nc1ccc(C)cc1 (stereo not given)	3%	14%	0%
CC1(C(=O)NS(=O)(=O)c2ccccc2C(F)(F)F)CCN1C(=O)C1CCCCC1 (stereo not given)	.	-1%	7%
COc1cccc(C(O)c2cnc(C(C)C)n2C)c1OC (stereo not given)	0%	-6%	-26%
O=C(Nc1cccc(Cl)c1)c1ccc(F)c(S(=O)(=O)NCc2cccs2)c1	4%	?	?
COCCn1nnnc1C(c1ccc(OC)c(OC)c1)N1CCN(C(=O)c2ccco2)CC1 (stereo not given)	12%	7%	2%
Cc1cc(Cl)c2oc(C(=O)N(C)Cc3nccn3C)c(C)c2c1	.	7.3µM*	16µM*
Cc1ccc(C)c(N2CCN(S(=O)(=O)c3c(C)[nH]c(C)c3C(=O)N3CCCC3)CC2)c1	5%	23µM*	?
O=C(CCCCn1c(=O)c2ccccc2n(CC(=O)NC2CCCC2)c1=O)NCc1ccco1	0%	-13%	-21%
CCN(CC(=O)Nc1c(F)cccc1F)C(=O)c1ccc(C2SCCS2)cc1	.	?	?
CCCSc1nsc(SCCC)c1C(N)=O	4%	-4%	3%
CCn1c(=NC(=O)CN2C(=O)CCC2=O)sc2c(OC)ccc(OC)c21	0%	?	?
COC(=O)CNC(c1ccccc1Cl)c1cc(Br)ccc1NS(=O)(=O)c1ccc(C)cc1 (stereo not given)	3%	16µM*	?
COc1ccc(CCN2CC(C(=O)NCCN3CCNC3=O)CCC2=O)cc1 (stereo not given)	1%	21%	2%
CC(C)(C)c1ccc(-c2nc(SCCCOc3ccccc3)n3[nH]c(=O)cc3n2)cc1	0%	?	?
Cc1ccc(NC(=O)NN(C)c2c(Cl)c(Cl)nn2C)cc1	5%	-19%	-10%
COc1cc(-c2nnc(SCC(=O)Nc3ccc4c(c3)OCCO4)o2)cc(OC)c1OC	1%	-22%	-27%
Cc1ccc(CNC(=O)c2cc(S(=O)(=O)N3CCCC(C)C3)cn2C)cc1 (stereo not given)	8%	?	?
O=S(=O)(c1cccc2cccnc12)N1CCN(Cc2ccc3c(c2)OCO3)CC1	2%	-23%	?
COc1ccc(S(=O)(=O)N2CCOCC2)cc1NC(=O)c1ccc(Cl)cc1	.	?	-10%
CC(C)C(=O)NNS(=O)(=O)c1ccccc1[N+](=O)[O-]	4%	-4%	5%
Nc1[nH]c(C(=O)c2ccccc2)c(-c2ccc(Br)cc2)c1C(=O)c1ccc(Br)cc1	.	-14%	-13%
Cc1cc(Br)ccc1N=C1C(=O)Nc2ccccc21	.	-6%	7%
O=C(NCc1ccccc1CN1CCCCC1)c1ccccc1N1CCCC1=O	-3%[56.1 µM]	19%	5%
COc1ccc(NC(=O)Nc2cccnc2)c(OC)c1	5%	-8%	-11%
Cc1noc(C)c1C(=O)N1CCc2ccccc21	0%	-4%	-19%
CCc1nc2c(OCCC3CCCCC3)cccn2c1N(C)C(=O)C(C)C	.	?	13µM*
CCCCC(=O)Nc1cccc(NC(=O)C(C)C)c1	-2%	-3%	-6%
CC1CCC2(CC1)SCC(=O)N2c1ccc(F)cc1 (stereo not given)	.	?	-21%
CC(C)Oc1ccc(CCNC(=O)C2CCC(=O)N(C3CCCCCC3)C2)cc1 (stereo not given)	4%	2%	?
Cc1cc2ccccn2c1C(=O)c1ccc(F)cc1	11%	?	-4%
Cc1ccc(C(CNS(=O)(=O)c2ccc(F)cc2)N2CCN(C)CC2)cc1 (stereo not given)	-12%	-14%	-15%
CN1CCN(CC(=O)Nc2nc(-c3c[nH]c4ccccc34)cs2)CC1	9%	?	-15%
CCn1c(=O)n(CC(=O)Nc2cccc(OC)c2)c(=O)c2ccccc21	10%	?	-29%
O=C(O)CCCC(=O)N1N=C(c2c(-c3ccccc3)c3cc(Cl)ccc3[nH]c2=O)CC1c1cccs1 (stereo not given)	3%	3%	-3%
Cc1ccc(C)c(S(=O)(=O)Nc2ccc(O)c(C(=O)O)c2)c1	-5%	7%	-3%
C/C(=N\NC(=O)COc1ccc(C)cc1C(C)C)c1cc2ccccc2o1	5%	?	15%

Carrying on:
SMILES	TDP1 inh	DT40 TDP1 no CPT	DT40 TDP1 CPT
O=C(CN1C(=O)NC(Cc2c[nH]c3ccccc23)C1=O)NC1CCCCC1 (stereo not given)	0%	-12%	-13%
O=C(NCC1(N2CCCCC2)CCCCC1)c1ccc(NS(=O)(=O)c2ccc(F)cc2)cc1	-12%	-12%	-29%
O=C(NCCN1CCOCC1)N1c2ccccc2Sc2ccccc21	-6%	-4%	4%
Cc1cccc(Oc2sc(C(=O)c3ccccc3)c(N)c2C#N)c1C	5%	?	-18%
CCc1cc(/C(Cc2ccccn2)=N\O)c(O)cc1O	8%	-29%	?
Cc1ccc(N(C(=O)CCC(=O)Nc2cc(C)on2)C(C(=O)NC2CCCC2)c2cccs2)cc1 (stereo not given)	-2%	?	?
COc1cc(-c2noc(-c3ccc(N4CCOCC4)c([N+](=O)[O-])c3)n2)cc(OC)c1OC	6%	5.2µM*	?
O=C(Cn1ncc2c3ccccc3n(Cc3ccccc3F)c2c1=O)NCCc1ccc(Cl)cc1	-5%	-24%	?
CCCn1c(=N)n(CC(O)COc2ccc(C)cc2)c2ccccc21 (stereo not given)	5%	5.2µM*	4.6µM*
O=C(c1ccco1)N1N=C(c2ccc(Br)cc2)CC1c1ccco1 (stereo not given)	2%	5.2µM*	8.2µM*
COC(=O)C1Cc2c([nH]c3ccccc23)C(C)N1 (stereo not given)	5%	1%	6%
S=C(NC12CC3CC(CC(C3)C1)C2)N1CCOCC1	0%	17%	?
O=C(NCCCc1ccccc1)c1cccc(S(=O)(=O)N2CCOCC2)c1	-14%	-20%	0%
CCOc1ccc(NC(=O)N2CCCC2C(=O)NCC2CCCO2)cc1 (stereo not given)	0%	16%	-1%
COc1ccc(-c2n[nH]c(=S)n2CC(C)C)cc1	0%	-15%	-6%

Bioassay records as filed in PubChem.
